High-throughput results deposited in PubChem BioAssay by National Center for Advancing Translational Sciences (NCATS).
S2 tox: reduces viability in counter-screen for ATXN expression inhibitors; S2 cells (HEK-293 line with an ATXN2-luciferase reporter) viability, CellTiter-Fluor protease fluorescence, 24 h; Potency, µM (top dose mostly 56.7 µM), usual class: cytotoxic; 0.49% of 400,000 active; also: potency is read from the fitted curve at half-maximal effect; nearly all actives have a fitted effect of over 40% in size
Nrf2 block: inhibitors of Nrf2 signaling; A549 ARE-Fluc reporter, luciferase luminescence, 18-24 h; Potency, µM (series often up to 46 µM), for inactives: at the highest dose activity change, negative = inhibition, actives largely listed as inhibitors; 2.1% of 360,000 active; AID 504444; also: potency is read from the fitted curve at half-maximal effect; % is scaled to controls: 0 for no effect and ±100 for the full control effect; nearly all actives have a fitted effect of over 60% in size
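Reporter: ARE-Fluc in A549. Exposure: 18-24 h, 37 °C, 5% CO2, 5% FBS OPTI-MEM. Readouts: fluorescent cytotoxicity (CellTiter-Fluor), then luminescent Nrf2 signal after BugLite.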
CCT modulator: cytosolic chaperonin activity modulation | purified chaperonin ATPase assay, HTRF ADP detection, 30 min | 0.3% of 360,000 active | activity change, % (test concentration not listed), hits read low; in the data active = activity change below about -30%; also: % is scaled to controls: 0 for no effect and ±100 for the full control effect
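ATPase activity: ADP formed was measured by HTRF Transcreener (665/615 nm ratio) after 30 min at 37 deg C with 10 uM ATP. Compounds screened at one 76 uM concentration against 40 or 20 nM TRiC in Tris pH 7.4/KCl/MgCl2/DTT buffer.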
Mm-Cpn inhibitor: M. maripaludis TRiC chaperonin inhibition | Potency, µM (series often up to 76.9 µM), inactives show at the top dose activity, negative = inhibition, hits mostly inhibitors | AID 504842 | purified Mm-Cpn ATPase, ADP Transcreener TR-FRET | 0.031% of 330,000 active; also: potency is read from the fitted curve at half-maximal effect; % is scaled to controls: 0 for no effect and ±100 for the full control effect; nearly all actives have a fitted effect of over 80% in size
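TR-FRET (320 nm excitation; 590 and 665 nm emission) reports ADP made from 10 uM ATP by 25 nM enzyme; compounds were preincubated 10 min, reaction run 30 min, both at 37°C.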
A549 viability: A549 cytotoxicity, counter-screen for Nrf2 inhibitors; Potency, µM (doses to about 46 µM), inactives show at the highest dose activity change, negative = cytotoxicity, actives largely listed as inhibitors; AID 504648; 0.16% of 390,000 active; A549 ARE-Fluc cells, CellTiter-Fluor viability, 18-24 h; also: potency is read from the fitted curve at half-maximal effect; % is scaled to controls: 0 for no effect and ±100 for the full control effect
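A549 ARE-Fluc cells in 5% FBS OPTI-MEM, 5000 cells/well, rested 2 h then exposed to compounds in concentration-response for 18-24 h at 37 °C. Viability by CellTiter-Fluor fluorescence (Ex 405/Em 525) after 30 min; luciferase luminescence (BugLite, 15 min, RT) read afterwards.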
pAkt inh: blocks phosphorylation of Akt; activity change, % for hits at 50 µM; 0.32% of 360,000 active; AID 651550; Neuro2A IGF-stimulated pAkt S473 HTRF, 20 min; active compounds read low; in the data active = activity change below about -80%; inconclusive = mostly about -51% to -80%; also: % is scaled to controls: 0 for no effect and ±100 for the full control effect
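Neuro2A cells (4,500/well, DMEM with 0.5% FBS) were treated with compound at a single 50 µM final concentration, stimulated with 6 nM IGF for 20 min at 37 °C, and lysed. Phospho-Akt Ser473 was read by HTRF as 665/615 ratio ×10^4.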
Nrf2 ARE act: activates Nrf2 signaling; AREc32 ARE-luciferase reporter (MCF7-derived line), luminescence, 24 h; Potency, µM (doses to about 46.1 µM), for inactives: at the top dose activation, actives largely listed as activators; 0.31% of 410,000 active; AID 624171; also: potency is read from the fitted curve at half-maximal effect; % of control where 0% means no effect; nearly all actives have a fitted effect of over 65% in size
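AREc32 cells carrying an ARE-driven firefly luciferase reporter were seeded at 1000 cells/well in OPTI-MEM with 5% FBS, then exposed to compound for 24 hr at 37 deg C. Luminescence was read with Steady-Glo after 30 min at RT.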
TGFb SMAD3 inh: TGF-b pathway inhibition; 1.2% of 410,000 active; HepG2 CAGA-GFP TGF-b/SMAD3 reporter, GFP fluorescence, 18 h; TGF-beta stimulated, 500 pg/mL final; Potency, µM (top dose mostly 46.1 µM), for inactives: at the top dose activity, negative = inhibition, usual class: inhibitors; AID 588855; also: potency is read from the fitted curve at half-maximal effect; % is scaled to controls: 0 for no effect and ±100 for the full control effect; nearly all actives have a fitted effect of over 65% in size
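HEPG2 CAGA-GFP, 1000 cells/well; 2 h settle, 37 C; cpd via pin tool; TGF-b 500 pg/mL final; 18 h, 37 C; GFP imaging ex488/em500-530; %Activity normalised to -TGF-b and +DMSO controls; CRC fit, curve class.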
HepG2 viability: kills HepG2 cells in TGF-b inhibitor counter-screen; Potency, µM (doses to about 46.1 µM), inactives show at the top dose activity change, negative = cytotoxicity, hits mostly cytotoxic; 0.76% of 410,000 active; HepG2 CAGA-GFP viability, ATP luminescence, 18 h; also: potency is read from the fitted curve at half-maximal effect; some results filed as inactive show a strong effect at the top dose
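CellTiter-Glo luminescence gave cytotoxicity after 18 hours at 37 degrees C. The cells were HepG2 CAGA-GFP in 1% FBS DMEM, stimulated with 500 pg/mL TGF-beta after compound addition. %Activity was normalised to no-cell wells (complete cell-killing) and DMSO (no toxicity), and curves were fitted and classified.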
An asterisk follows results filed as active; i = inactive; ? = inconclusive; · = not tested or not shown; & = joins results of further samples; ! = not active in a repeat; [ ] = dose if it differs, or a comment. Unless noted, calls follow the shape of the dose curve; as a rule, active = well fitted curve in the direction sought with a large enough effect; inconclusive = small, poorly fitted or top-dose-only effect, or another doubt; inactive = no such curve, though single readings can be large; an effect the other way counts as inactive or inconclusive. Not a hit list; 4.4% or so of the library scored in one or more.

SMILES	S2 tox	Nrf2 block	CCT modulator	Mm-Cpn inhibitor	A549 viability	pAkt inh	Nrf2 ARE act	TGFb SMAD3 inh	HepG2 viability
O=C(NNC(=O)c1ccc(Cl)nc1)c1ccc(Br)cc1	i	-7%	-2.1	2%	6%	i	2.6%	2%	0%
O=C1c2ccccc2/C(=C\c2ccc(Br)s2)N1c1ccccc1	?	15%	1.5	-3%	-5%	i	7.0%	-16%	-25%
O=C(NC1CCN(Cc2ccccc2)CC1)c1c(F)cccc1F	i	4%	1.5	0%	6%	i	-0.2%	12%	-35%
COc1cccc(CNC(=O)c2ccc3c(c2)N(Cc2ccc(C(F)(F)F)cc2)C(=O)c2ccccc2S3)c1OC	·	-3%	·	·	8%	·	2.8%	·	-21%
COc1ccc(NC(=O)c2cc(-c3cc(OC)c(OC)c(OC)c3)nc3ccccc23)cc1OC	?	-1%	0.7	-3%	1%	i	5.0%	-12%	-7%
CCCC[C@@H]1CN=C(N)N1CCc1cc(C(F)(F)F)cc(C(F)(F)F)c1	?	?	-2.7	-1%	?	i	-5.4%	?	16µM*
O=C(Nc1nnc(N2CCCC2)s1)Nc1cc(F)ccc1F	i	10%	·	·	0%	·	0.7%	2%	1%
CN1CCC2(CC1)C1CN(C)CC=C1C(C#N)=C(N)C2(C#N)C#N (centres undefined)	?	-5%&-24%	3.0&-0.8	-4%&0%	16µM*!	i	-0.7%&-0.8%	19%&15%	-1%&4%
CC(=O)NC(c1cccc(F)c1)c1nc(-c2cccc(C(C)C)c2)cs1 (centres undefined)	i	·	0.3	·	·	i	3.8%	-6%	-10%
O=C(NCc1ccccc1)c1ccc(CNS(=O)(=O)c2ccc(Br)cc2)cc1	i	10%	·	·	11%	·	-0.8%	-7%	-24%
N#CCc1c(C#N)c(N)nc(N2CCN(S(=O)(=O)c3ccccc3)CC2)c1C#N	i	?	-2.1	?	-3%	i	-0.6%	?	-42%
CCCc1nnc(NC(=O)C(CC)Sc2nnc3c4ccccc4n(C)c3n2)s1 (centres undefined)	·	-7%	·	·	-7%	·	4.5%	-5%	-19%
COC(=O)C1=C(C)N(Cc2ccco2)C(=O)N[C@H]1c1cccc(C(F)(F)F)c1	i	?	-1.9	0%	-11%	i	7.7%	-8%	-4%
COc1ccc(N(C)S(=O)(=O)c2cccc(C(=O)NCc3ccc4c(c3)OCO4)c2)cc1	i	?	2.0	1%	4%	i	5.5%	-13%	-20%
O=C(CSc1nnc2c3ccccc3c3ccccc3c2n1)Nc1ccccc1F	14µM*	11%	-2.7	-1%	-5%	i	4.7%	0%	27%
C/C(O)=C(\C#N)c1nc2ccccc2[nH]1	i	?	2.4	1%	-9%	i	2.9%	-3%	-4%
O=C(O)c1ccc(NC(CSCc2ccc(F)cc2)C(=O)O)c([N+](=O)[O-])c1 (centres undefined)	i	-6%	-0.9	1%	?	i	0.1%	2%	1%
C#CCOCCOCCOCCNc1nc(N2CCN(C(=O)[C@H]([C@@H](C)CC)n3cc(CCCN=C(N)N)nn3)CC2)nc(N2CCN(C(=O)[C@H](CCCCN)n3cc(CCC(=O)O)nn3)CC2)n1	i	8%	-2.9	0%	-9%	i	4.0%	-11%	2%
CC(=O)N1CCN(c2ccccc2NC(=S)NC(=O)c2cc3ccccc3o2)CC1	i	?	-1.9	0%	-7%	i	4.0%	?	-43%
CCOC(=O)CNC(=O)c1sc2nc(C)cc(C)c2c1N	i	9%	-0.7	-4%	-1%	i	-0.2%	2%	-21%

Already shown: an excerpt of the list.
SMILES	S2 tox	Nrf2 block	CCT modulator	Mm-Cpn inhibitor	A549 viability	pAkt inh	Nrf2 ARE act	TGFb SMAD3 inh	HepG2 viability
CC(=O)N1CCN(c2ccccc2NC(=S)NC(=O)c2cc3ccccc3o2)CC1	i	?	-1.9	0%	-7%	i	4.0%	?	-43%
CCOC(=O)CNC(=O)c1sc2nc(C)cc(C)c2c1N	i	9%	-0.7	-4%	-1%	i	-0.2%	2%	-21%

(further entries)
SMILES	S2 tox	Nrf2 block	CCT modulator	Mm-Cpn inhibitor	A549 viability	pAkt inh	Nrf2 ARE act	TGFb SMAD3 inh	HepG2 viability
CCCCN(C)C(=O)C1CCN(c2ccc(S(=O)(=O)N3CCOCC3)cc2[N+](=O)[O-])CC1	i	?	-0.6	3%	-17%	i	-0.2%	?	-4%
Cn1cnc(S(=O)(=O)N2CCCCC2c2cc(C(=O)Nc3cccc4c3CCCC4)no2)c1 (centres undefined)	i	·	-2.8	·	·	i	-0.5%[9.22 µM]	22%	0%
Fc1ccc(CNCc2ccc(Br)cc2)cc1	i	-27%	1.6	0%	6%	i	-0.3%	6%	-18%
N#Cc1ccccc1NCC(=O)N1CCN(S(=O)(=O)c2ccccc2)CC1	i	12%	-1.2	-7%	3%	i	0.2%	5%	-30%
COc1ccc(C(=O)C2CCN(CC(=O)Nc3cc(C)cc(C)c3)CC2)cc1	i	?	-0.6	0%	2%	i	3.9%	-26%	-20%
CC/C(C)=N/NC(=S)NCc1ccco1	i	16%	-2.2	1%	2%	i	0.0%	-22%	-11%
N#Cc1ccc(-c2cccnc2)nc1SCC(N)=O	i	0%	-1.1	0%	-5%	i	18%	-25%	7%
O=C(CSc1c2c(nc3ccccc13)CCC2)N1CCCC1	i	?	2.2	2%	3%	i	?	11%	0%
COCCN1Cc2cccc(C(=O)Nc3cc(C)cc(C)c3)c2C1=O	?	-28%	-2.4	-8%	-6%	i	0.8%	3%	0%
Cc1nn(-c2ccccc2)nc1CNC(=O)C1CCC1	i	21%	-0.2	-2%	18%	i	0.3%	-10%	-21%
CC1Oc2ccccc2N(Cc2cccc(F)c2)C1=O (centres undefined)	i	-6%	-0.4	2%	14%	i	0.0%	2%	1%
O=C(CCn1c(=S)oc2ccccc21)NC1CCCCCCC1	i	0%	0.9	0%	2%	i	-0.1%	27%	-4%
COc1cccc(NC(=S)N2C3CCCC2CC(NC(=O)C2CC2)C3)c1 (centres undefined)	i	-7%	-0.3	2%	14%	i	0.1%	1%	5%
C=CCN(CC=C)C(=O)C1CCN(S(=O)(=O)c2ccc(-n3cnnn3)cc2)CC1	i	?	-0.4	2%	0%	i	-0.8%	-4%	3%
COc1ccc(Cl)cc1NC(=O)CSC1=Nc2ccccc2C2=NC(CC(=O)NCc3cccs3)C(=O)N12 (centres undefined)	?	-23%	·	·	-5%	·	7.2%	-24%	-38%
Cc1ccc2nc(C)c(C(=O)N/N=C/c3cccs3)cc2c1	i	7%	-1.9	2%	1%	i	2.1%	-12%	-21%
O=C(CSc1nnc(CNC(=O)c2ccc(F)cc2)o1)c1ccccc1	i	-17%	1.4	2%	-4%	i	2.1%	-17%	-24%
NC(=O)c1ccc(-n2nnnc2SCC(=O)Nc2ccc(F)cc2)cc1	i	0%	-3.6	-3%	2%	i	-0.3%	?	-38%
CC(C)CCNC(=O)C1(C)CCN1Cc1ccc(-c2ccccn2)cc1 (centres undefined)	?	·	-0.1	·	·	i	1.5%	?	-29%
CSc1ncc(Cl)c(C(=O)Nc2c(C(=O)Nc3cccc(C)c3)oc3ccccc23)n1	i	-7%	·	·	-8%	·	0.2%	6%	-3%
Cc1nc2c(o1)C(=O)c1ccccc1C2=Nc1ccccc1	·	?	0.2	·	?	i	-2.6%	1.3µM*	1.4µM*
Cc1ccc(C)c(NC(=O)c2cc(S(=O)(=O)NCCc3ccccc3)ccc2F)c1	?	·	·	·	6%	·	6.8%	?	-17%
CCc1cc(C(=O)OC)c(NC(=O)CCC(=O)O)s1	i	-6%	-0.6	-3%	-9%	i	-0.3%	-5%	12%
c1cc(N2CCCCC2)nc(N2CCCCC2)n1	i	?	0.5	·	-3%	i	0.7%	10%	-16%
Cc1cn([C@H]2C[C@H](O)[C@@H](/C=C/C(=O)NCCC(C)C)O2)c(=O)[nH]c1=O	i	·	0.2	·	·	i	0.7%	-2%	-15%
COCCSc1nnc(NC(=O)C2CC(=O)N(CCc3ccc(F)cc3)C2)s1 (centres undefined)	?	6%	-1.3	-1%	-2%	i	0.2%	-1%	-1%
Cc1ccc(C)c(N2CCN(C(=O)c3cnc4c(-c5ccccc5)c(C)nn4c3C)CC2)c1	·	-6%	·	·	0%	·	0.2%	22%	-8%
CC(C)(C)/C(O)=C/c1nc2cc(Cl)ccc2oc1=O	i	10%	-2.2	-2%	-4%	i	10µM*	?	-28%
COc1cc(Cl)c(C)cc1NC(=O)CN1C(=O)C2CCCCC2C1=O (centres undefined)	i	4%	-3.0	-2%	1%	i	0.0%	-4%	-17%
COC(=O)c1ccccc1NC(=O)CC(=O)Nc1ccccc1C(=O)OC	i	-1%	-0.3	1%	16%	i	9.1%	-16%	-26%

5 structures out of the list, sorted by molar mass, lowest first:
SMILES	S2 tox	Nrf2 block	CCT modulator	Mm-Cpn inhibitor	A549 viability	pAkt inh	Nrf2 ARE act	TGFb SMAD3 inh	HepG2 viability
c1cc(N2CCCCC2)nc(N2CCCCC2)n1	i	?	0.5	·	-3%	i	0.7%	10%	-16%
CCc1cc(C(=O)OC)c(NC(=O)CCC(=O)O)s1	i	-6%	-0.6	-3%	-9%	i	-0.3%	-5%	12%
Cc1cn([C@H]2C[C@H](O)[C@@H](/C=C/C(=O)NCCC(C)C)O2)c(=O)[nH]c1=O	i	·	0.2	·	·	i	0.7%	-2%	-15%
COc1cc(Cl)c(C)cc1NC(=O)CN1C(=O)C2CCCCC2C1=O (centres undefined)	i	4%	-3.0	-2%	1%	i	0.0%	-4%	-17%
Cc1ccc(C)c(N2CCN(C(=O)c3cnc4c(-c5ccccc5)c(C)nn4c3C)CC2)c1	·	-6%	·	·	0%	·	0.2%	22%	-8%
